Assay outcomes: PubChem, several laboratories
LEDGF integ inh: blocks HIV-1 LEDGF/p75-dependent DNA integration; TR-FRET IN-LEDGF/p75 DNA integration, Eu/Cy5; inhibition, % at 3.7 µM; 370,000 tested, 0.64% active; AID 743269;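 active = inhibition above the screen-wide mean plus 3 SD, cut at about 13% in these data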;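 note: signal is the Cy5 over europium emission ratio at 671 and 618 nm; 0% = plate median of compound wells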
SIAE inh: human SIAE inhibition, primary screen; Q9HAT2; SIAE FP-Rh probe binding, fluorescence polarization; inhibition, % at 9.66 µM; 370,000 tested, 0.69% active;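 active = inhibition above a cutoff: mean of compounds within the control limits plus 3 SD of those, cut at about 17% in these data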;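 note: 0% = plate median of compound wells and 100% = probe without SIAE protein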
rCAG binder: molecules binding r(CAG) RNA repeats; r(CAG) RNA repeat, TO-PRO-1 dye displacement fluorescence; 370,000 tested, 1.3% active; inhibition, % at 3 µM;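 active = inhibition above the plate cutoff, the mean of all test compounds on that plate plus 3 SD, cut at about 35% in these data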;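 note: 0% = DMSO alone and 100% = 100 µM mitoxantrone as full dye displacement; higher means more dye released from RNA so lower well fluorescence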
TCR CD3 inh: human TCR-CD3 binding inhibition. TAMRA-labeled TCR probe fluorescence, biochemical. AID 651800. inhibition, % at 9.4 µM. 360,000 tested, 0.37% active; in the data active = inhibition above about 19%;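 note: recombinant mutant TCR 2C K166C tagged with TAMRA read by polarization; 0% = receptor in buffer alone and 100% = receptor with positive control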
PG9 binder: small molecules binding HIV-1 gp120 antibody PG9 | TR-FRET gp120-PG9 antibody binding | inhibition, % at 6.7 µM | 360,000 tested, 0.43% active | AID 624416; in the data active = inhibition above about 8.5%
PRMT1 inh: inhibitors of human PRMT1; Q99873; recombinant PRMT1, activity-based probe fluorescence polarization; inhibition, % at 2.79 µM; 370,000 tested, 1.3% active; AID 652257;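 active = inhibition above about 21% made by adding two undisclosed values, limit read from the data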
ABHD4 inh: inhibitors of mouse ABHD4. 370,000 tested, 0.54% active. purified mABHD4, FP-Rh probe fluorescence polarization. Q8VD66. inhibition, % at 8.92 µM;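 active = inhibition exceeding the mean over every tested compound plus 3 SD, cut at about 30% in these data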;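 note: 0% = plate median of compound wells and 100% = S159A mutant with DMSO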
Target sequence (Q8VD66 whole entry, looked up): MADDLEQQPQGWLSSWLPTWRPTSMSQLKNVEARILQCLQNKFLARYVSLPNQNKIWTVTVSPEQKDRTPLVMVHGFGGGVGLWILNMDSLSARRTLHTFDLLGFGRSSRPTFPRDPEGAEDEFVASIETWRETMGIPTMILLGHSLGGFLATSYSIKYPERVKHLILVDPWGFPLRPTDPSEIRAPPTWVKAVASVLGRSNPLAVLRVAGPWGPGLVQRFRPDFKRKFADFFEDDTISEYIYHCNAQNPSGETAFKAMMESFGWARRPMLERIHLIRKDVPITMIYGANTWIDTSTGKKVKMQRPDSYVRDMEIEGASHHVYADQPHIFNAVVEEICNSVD
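Material: mouse ABHD4 enzyme, wild type; Benchmarks: S159A mutant high control, sample median low control; Buffer or medium: HEPES pH 7.0, NaCl, Pluronic buffer; Signal: fluorescence polarization; Read-out: percent inhibition of probe binding, normalized to plate controls; Timing: pre-incubation 45 min, probe exposure 60 min, at 25 °C; Dosing: 8.92 µM, single dose.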
HTRA1 inhibitor: inhibitors of human serine peptidase HTRA1; Q92743; recombinant HTRA1, FP-rhodamine activity-based probe, fluorescence polarization; inhibition, % at 5.96 µM; 340,000 tested, 0.5% active; AID 504803; in the data active = inhibition above about 36%;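 note: 0% = enzyme with DMSO and 100% = wells lacking enzyme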
TDP2 inh: TDP2 (human) inhibition, absorbance primary screen. recombinant TDP2, T5PNP hydrolysis, p-nitrophenol absorbance 415 nm. inhibition, % at 12.8 µM. O95551. 370,000 tested, 0.34% active;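 active = inhibition above the mean of all tested compounds plus 3 SD, set per campaign, cut at about 25% in these data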;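 note: 0% = DMSO with enzyme and 100% = buffer with substrate but no TDP2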
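Incubation: 2 h at 37 °C; Test system: recombinant human TDP2; Quantity: enzyme 120 nM; Read-out basis: percent inhibition; Medium: 50 mM Tris-HCl pH 7.5 with Mg2+, KCl, DTT, BSA; Repeats: single replicate; Compound: 12.8 µM single point, 1% DMSO; Signal: epi absorbance; Reagent: 5 mM T5PNP chromogenic substrate; Benchmarks: no-enzyme high, DMSO-plus-enzyme low.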
Rev-erbA mod: modulators of human Rev-erb alpha DNA binding; P20393; Rev-erbα–FITC-DNA binding, fluorescence polarization, 90 min; activity, % at 10 µM; 370,000 tested, 0.79% active;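 active = activity above about 14%, limit read from the data; passing the limit was not always enough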;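 note: 0% = DMSO wells with 35 nM protein and 100% = DMSO wells with 750 nM protein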
Target sequence (P20393 whole entry, looked up): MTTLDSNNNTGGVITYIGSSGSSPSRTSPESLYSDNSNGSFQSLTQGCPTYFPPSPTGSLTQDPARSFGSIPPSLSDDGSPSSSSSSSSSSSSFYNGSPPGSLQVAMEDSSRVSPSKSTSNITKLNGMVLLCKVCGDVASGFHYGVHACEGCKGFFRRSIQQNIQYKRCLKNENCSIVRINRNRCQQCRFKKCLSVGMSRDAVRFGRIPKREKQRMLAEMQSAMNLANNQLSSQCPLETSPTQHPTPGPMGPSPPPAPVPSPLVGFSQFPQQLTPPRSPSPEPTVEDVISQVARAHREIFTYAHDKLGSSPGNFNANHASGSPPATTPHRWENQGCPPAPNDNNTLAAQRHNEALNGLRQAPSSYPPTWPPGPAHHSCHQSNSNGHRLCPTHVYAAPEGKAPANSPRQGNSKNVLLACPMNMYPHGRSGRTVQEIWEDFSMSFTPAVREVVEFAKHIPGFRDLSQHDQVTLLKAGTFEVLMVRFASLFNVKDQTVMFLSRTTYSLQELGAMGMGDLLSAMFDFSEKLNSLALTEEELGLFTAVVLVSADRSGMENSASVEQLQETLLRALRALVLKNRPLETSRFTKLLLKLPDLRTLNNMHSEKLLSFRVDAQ
* marks the source's active call; other numbers are inactive results; nt = not tested or not shown. Only part of the results is shown. The share of hits here may be higher or lower than overall.

mol,LEDGF integ inh,SIAE inh,rCAG binder,TCR CD3 inh,PG9 binder,PRMT1 inh,ABHD4 inh,HTRA1 inhibitor,TDP2 inh,Rev-erbA mod
COc1ccc(C(=O)c2ccc([N+](=O)[O-])cc2)c(OC)c1OC,-1,6,3,4,-0.2,-3,2,1,3,-4
CCOc1ccccc1OCC(=O)NC1CCSc2ccccc21 (configuration not stated),-1,-6,2,1,-1.2,-1,-2,-7,9,11
CCC12CN(C(=O)c3ccc([N+](=O)[O-])cc3)CC(CC)(CN(C(=O)c3ccc([N+](=O)[O-])cc3)C1)C2=O,2,13,0,5,-0.5,4,7,nt,10,-2
O=C(Cc1ccccc1)Nc1ccc(NC(=O)C2CCCCC2)nc1,-4,-4,-2,6,1.4,1,1,-6,7,2
COC(=O)C(C(=O)OC)c1ccc(NC(=O)c2cccc(Cl)c2)cc1,-3,-5,-4,1,0.0,-1,3,-1,-10,-3
COC(=O)c1ccc2nc(-c3ccc(F)cc3)c(Cc3cccc(F)c3)n2c1,3,-2,5,3,0.6,1,-2,nt,6,4
COc1ccc(N(CC(=O)NC2CCCC2)S(=O)(=O)c2c(C)[nH]c(=O)[nH]c2=O)cc1,5,-1,3,-1,-1.4,-2,1,6,9,-3
O=C(O)c1nn(Cc2ncc(-c3cccc(Cl)c3)o2)c(=O)c2ccccc12,4,-1,11,-3,-0.3,-4,-5,-46,5,-2
CC(=O)Nc1cc(-c2cccc(C(=O)N(C)C)c2)cn2c(-c3ccccc3)cnc12,-2,-1,5,-5,-1.1,3,2,nt,4,3
Cc1cc(C)cc(C(=O)NC(CC(N)=O)c2ccc(NC3CCCC3)c([N+](=O)[O-])c2)c1 (configuration not stated),-1,3,7,0,-1.6,3,1,-5,-2,-1
CC(=O)c1cccc(CN2CCC(C(=O)Nc3ccc(-c4cccc(C)c4)cc3)CC2)c1,3,-9,-2,3,-2.3,0,0,-37,-5,-4
O=[N+]([O-])c1ccc2n[nH]nc2c1,1,15,0,4,-0.4,-2,-2,-5,4,-2
CN1CCN(/C=C(\C#N)S(=O)(=O)c2ccc(Cl)cc2)CC1,1,1,4,1,-1.4,-3,-7,4,12,-1
O=C(N/N=C/c1cc(Cl)ccc1O)c1cccnc1,-5,8,2,1,-1.8,-3,6,6,60*,5
CC1=C(C(=O)N(C(C)C)C(C)C)CC(CC(=O)NC2CCCC2)C(=O)N1Cc1ccc(C(C)(C)C)cc1 (configuration not stated),7,-3,1,-2,0.7,-2,6,nt,-9,1
COc1ccc(-c2nc(N)ncc2-c2ccc(Cl)cc2)c(O)c1,-4,-8,0,-3,-1.3,2,-4,-19,-1,2
CCN(CC)S(=O)(=O)c1cc(NS(=O)(=O)c2cc(Cl)ccc2Cl)ccc1C,1,1,44*,12,0.0,-2,-4,-2,4,-1
CC(=O)Oc1cccc(C(=O)Nc2c[nH]c(=O)[nH]c2=O)c1,3,-1,0,5,-0.7,1,0,nt,-1,1
CN(CCOc1ccc(Cl)cc1)C(=O)c1cccc(S(=O)(=O)N2CCN(Cc3ccccc3)CC2)c1,5,-4,4,4,0.7,-3,-8,-25,-7,-2
O=C(CSc1cccc[n+]1[O-])c1cc(Cl)ccc1Cl,-1,6,3,5,0.9,-1,-1,9,6,-4
OCCn1c(-c2ccc(F)cc2)csc1=Nc1ccccc1,-4,8,1,-5,-0.2,42*,5,3,9,4
CCC(=O)c1ccc(OCC(=O)OCC(=O)N2CCc3ccccc3C2)cc1,-1,-4,0,1,0.5,7,3,0,5,1
COC(=O)C1=C(O)/C(=C\c2sccc2C)N=C1C,-1,-4,2,6,-17,-1,-4,-6,-23,-5
Cc1[nH]n(-c2ccccc2)c(=O)c1N=Nc1ccccc1C(=O)N1CCOCC1,3,0,0,-2,0.3,-2,-5,4,-13,9
O=C(Nc1nsc(-c2ccccc2)n1)c1ccc(F)cc1,-1,-1,-1,3,-0.8,0,-7,-10,-6,1
COc1ccc(S(=O)(=O)Nc2ccc(OCC(=O)O)cc2)c2ccccc12,-4,-1,9,-3,0.7,3,7,-17,12,2
O=C(COc1ccccc1)NCCS(=O)(=O)N1CCN(c2ccccc2)CC1,-1,4,-4,4,-1.1,-2,6,-2,16,3
O=C(NCCCn1ccnc1)Nc1cccc2ccccc12,-3,2,0,5,-1.9,0,0,2,-4,0
COc1ccc(-c2cc(C(=O)OC3CCOC3=O)c3ccccc3n2)cc1OC (configuration not stated),3,-9,11,-2,0.9,0,0,-11,4,2
CCC(=O)N1CCN(c2ccccc2NC(=S)NC(=O)c2cccc([N+](=O)[O-])c2)CC1,1,9,2,-5,-1.4,0,3,-8,-10,-5

Next section
mol,LEDGF integ inh,SIAE inh,rCAG binder,TCR CD3 inh,PG9 binder,PRMT1 inh,ABHD4 inh,HTRA1 inhibitor,TDP2 inh,Rev-erbA mod
COc1ccc(CNC(N)=O)cc1,0,7,-2,1,-1.1,-2,0,-3,-1,-5
Cc1cc(OCC(=O)NC(C)c2ccccc2)ccc1[N+](=O)[O-] (configuration not stated),1,-1,-2,-2,-2.4,1,-3,0,5,-5
Cc1cccc(C)c1NC(=O)CNCC(=O)Nc1c(C)cccc1C,5,3,0,-4,2.4,3,-5,-1,-6,-6
COc1ccc2cc(C(=O)/C=C/c3cc(OC)c(O)c(OC)c3)ccc2c1,-3,4,24,-3,-0.4,8,15,19,3,-1
O=C(O)c1ccc(-c2ccccn2)s1,-2,1,-1,-4,-2.1,3,3,0,10,8
COC(=O)[C@]12CCCCC=C1N(Cc1ccc(Cl)cc1Cl)C(=O)[C@H](CC(=O)N1CCN(C(=O)C3CC3)CC1)C2,-4,12,6,5,-2.1,-2,4,nt,-5,2
COc1ccc(Cl)cc1NC(=O)c1nnn(CC(=O)Nc2ccc(OC)c(OC)c2)c1N,1,7,4,1,-0.3,0,4,-1,8,0
CCNS(=O)(=O)c1ccc(NC(=O)Cn2nc(C(F)(F)F)cc2C)cc1,3,6,6,6,0.2,-2,-4,-2,-10,-9
CCN(CC)c1ccc(C(=O)NNC(=O)c2cccn2C)cc1,0,9,3,6,-2.4,-1,6,8,-9,1
COc1cccc(CNC(=O)COC(=O)c2nc(Cl)c(Cl)c(Cl)c2Cl)c1,-1,-2,4,4,-0.1,2,-6,-14,-3,-5
Fc1ccc(CNc2nc(-c3ccccc3)nc3ccccc23)cc1,-4,-25,5,-2,-0.9,3,-39,-65,-10,4
O=C(O)C1OC1(c1ccccc1Cl)c1ccccc1Cl (configuration not stated),2,-6,2,8,-2.7,-1,-5,4,0,0
CCCS(=O)(=O)NC(=O)C1(C)CCCN(C(=O)c2ccncc2)C1 (configuration not stated),3,0,2,-10,1.1,-8,7,nt,-6,6
Cc1noc(C)c1-c1ccc2ncnc(NC(C)c3ccco3)c2c1 (configuration not stated),-1,5,0,8,1.1,-1,5,-7,7,3
Cc1sc(NC(=O)/C=C/C(=O)O)c(C(N)=O)c1-c1ccc(C(C)(C)C)cc1,4,4,31,-10,-0.5,14,4,0,-8,1
COc1cc(NS(=O)(=O)c2ccc(NC(=S)NC(C)=O)cc2)nc(OC)n1,7,-7,11,-2,1.6,-6,-10,nt,-27,3
Cc1ccc(NC(=O)CN(C)c2ccc(S(=O)(=O)N3CCCC3)cn2)cc1,-4,0,-3,12,-0.6,-3,-1,6,0,-4
Cc1cc2c(cc1S(=O)(=O)CCC(=O)NCCc1ccccc1)OCC(=O)N2,5,-3,1,-7,-1.4,8,-8,4,-7,0
CCCNC(=O)CC(NS(=O)(=O)c1ccc(OC)cc1)c1ccco1 (configuration not stated),2,-3,-2,9,0.5,-3,6,6,12,-3
CCCCC(=O)Nc1ccc(C(=O)NCC(=O)OC)cc1,2,-1,1,-1,2.3,0,-1,6,4,-2
CC1(C)CC(NC(=O)c2coc(=O)c(Br)c2)CC(C)(C)N1,3,9,1,-6,-1.5,2,7,-6,-2,0
COc1ccc(C2CC(c3cccc(C(F)(F)F)c3)=NN2c2ccc(S(N)(=O)=O)cc2)cc1 (configuration not stated),-3,-1,6,-4,5.7,-1,-34,-32,-4,-7
O=C(O)c1ccccc1CSc1ncn[nH]1,2,4,4,3,-2.0,-1,0,1,-12,-1
Cc1ccc(Oc2nnc(-c3ccc(C)cc3)c3ccccc23)cc1,-1,-5,-3,4,2.8,-1,-1,-18,5,8
Cc1ccc(O)c(NC(=O)CCCC(=O)O)c1,0,-1,2,2,-1.3,0,-2,-6,5,-4
CC1=CC(C)C2(CO)COC(c3ccc(O)cc3)C1C2C (configuration not stated),6,5,-4,7,-3.0,-1,-6,-20,5,1
Cc1ccc(S(=O)(=O)N2C[C@H]3C(=O)C[C@@H](c4ccccc4)N(S(=O)(=O)c4ccc(C)cc4)[C@H]3C[C@H]2c2ccc(Cl)cc2)cc1,-3,-13,11,1,-0.8,-2,-4,-22,4,-3
O=C(NCC(c1ccccc1)N1CCCC1)C1CCN(C(=O)Nc2ccccc2)CC1 (configuration not stated),-1,-6,-3,-1,0.3,-1,-3,0,3,-1
COC(=O)c1ccc(C)c(NC(=O)C2COc3ccccc3O2)c1 (configuration not stated),-1,0,0,-3,-0.5,-1,0,-4,-7,3
O=C1CC(N(CCc2ccccc2)C(=S)Nc2cc(Cl)ccc2Cl)C(=O)N1c1c(Cl)cccc1Cl (configuration not stated),0,-154,17,4,0.2,-3,-120,-94,-6,4

Next structures
mol,LEDGF integ inh,SIAE inh,rCAG binder,TCR CD3 inh,PG9 binder,PRMT1 inh,ABHD4 inh,HTRA1 inhibitor,TDP2 inh,Rev-erbA mod
O=C(NCC1CCCO1)c1ccc(N2C(=O)C3CCCCC3C2=O)cc1 (configuration not stated),-2,10,-3,-6,-0.1,2,-1,-5,-3,-2
CC(=O)c1c(C)[nH]c(C(=O)OCC(=O)c2c(N)n(CC(C)C)c(=O)n(C)c2=O)c1C,0,-7,0,-1,-2.0,3,10,0,3,11
COC(=O)c1ccc2nc(-c3cccc(Br)c3)c(Cc3cccc(F)c3)n2c1,-2,6,6,-4,-0.4,-2,-8,nt,11,0
Cc1cccc(NC(=O)c2ccc(C(=O)Nc3cccc(C)c3)nc2)c1,4,-4,1,2,0.7,-2,-2,-8,-3,-2
O=C(Oc1ccc(/C=N/Nc2nc(N3CCCCC3)nc(N3CCCCC3)n2)cc1)c1ccco1,3,-2,0,11,-0.6,4,1,3,-3,3
Cc1cccc(NC(=O)CSc2nnc(SCc3ccc(Cl)cc3)s2)c1,-3,-46,7,nt,nt,1,-24,nt,-5,4
O=C(CSc1nnc(NC(=O)c2ccc(S(=O)(=O)N3CCOCC3)cc2)s1)Nc1ccccc1C(F)(F)F,0,-2,1,-5,-0.9,-2,1,0,-11,3
